Screening results from PubChem.
SUMO Mot1 rescue = blocks SUMOylation pathway, rescuing yeast Mot1-301 growth. S. cerevisiae Mot1-301 growth rescue, ATP luminescence, 38.5C; percent above DMSO median, 100 means doubled. 320,000 compounds, 1% hits. growth rescue, % at 18.8 µM;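 active means every valid replicate shows activation above 250% relative to neutral control wells; inactive means the rest, any valid replicate at or below 250%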;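 further: OY570 slx delta 5 strain wells were the positive control but not used for scaling; some compounds called inactive have numbers as strong as hits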
HTR5A inv ctr = HTR5A inverse agonism, opioid heterodimer counter-screen | inhibition, % at 9.3 µM | P47898 | 340,000 compounds, 0.083% hits | AID 504634 | HTR5A cell line, luminescence; in the data active means inhibition mostly above about 23%, no sharp cut-off; inactive means mostly below about 18%;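 further: 0% = cells with DMSO and 100% = no-cell wells with DMSO; some compounds called inactive have numbers as strong as hits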
Ecoli viability = counter-screen for AddAB inhibitors: E. coli growth inhibition; E. coli V3065 growth, OD600 absorbance, 18 h; AID 449728; 330,000 compounds, 0.27% hits; inhibition, % at 11.9 µM;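 active means inhibition above the campaign's mean inhibition across all tested compounds plus 3 SD, cut at about 9.9% in these data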;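 further: uninfected addAB+ strain grown without phage in ampicillin broth; 0% = DMSO wells and 100% = ciprofloxacin 0.95 µg/ml wells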
OPRM1-OPRD1 inv = mu-delta opioid heterodimer inverse agonism; 340,000 compounds, 0.21% hits; P35372+P41143; AID 504357; inhibition, % at 9.3 µM; cell-based MOR-DOR heterodimer luminescence; in the data active means inhibition above about 22%, passing the limit was not always enough;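 further: 0% = cells with DMSO and 100% = wells without cells with DMSO; values of inactives mirror those of a sister screen read the other way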
Target sequence (P35372 whole entry, looked up): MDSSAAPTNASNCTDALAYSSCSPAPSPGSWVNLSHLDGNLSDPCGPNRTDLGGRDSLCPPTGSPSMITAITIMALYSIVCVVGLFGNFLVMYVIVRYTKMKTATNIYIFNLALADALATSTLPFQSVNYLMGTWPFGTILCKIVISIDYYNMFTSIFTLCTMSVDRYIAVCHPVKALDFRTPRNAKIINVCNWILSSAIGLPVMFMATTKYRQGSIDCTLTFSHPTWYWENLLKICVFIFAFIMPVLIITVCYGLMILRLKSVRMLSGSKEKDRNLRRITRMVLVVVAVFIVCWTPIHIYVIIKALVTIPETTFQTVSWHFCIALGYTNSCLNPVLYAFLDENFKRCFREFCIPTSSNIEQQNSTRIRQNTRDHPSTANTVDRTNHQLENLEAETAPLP
Target sequence (P41143 whole entry, looked up): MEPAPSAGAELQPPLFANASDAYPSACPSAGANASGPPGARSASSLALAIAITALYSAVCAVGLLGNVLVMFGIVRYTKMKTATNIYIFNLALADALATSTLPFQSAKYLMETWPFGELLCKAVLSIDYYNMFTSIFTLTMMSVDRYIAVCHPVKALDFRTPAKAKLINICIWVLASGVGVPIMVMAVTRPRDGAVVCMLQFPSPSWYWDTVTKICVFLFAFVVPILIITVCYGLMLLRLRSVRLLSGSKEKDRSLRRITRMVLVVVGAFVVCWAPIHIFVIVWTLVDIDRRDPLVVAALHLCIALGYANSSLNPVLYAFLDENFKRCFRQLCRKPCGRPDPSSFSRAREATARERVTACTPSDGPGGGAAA
HTR5A ag = activates human HTR5A in OPRM1-OPRD1 agonist counter-screen; AID 504692; 340,000 compounds, 0.61% hits; P47898; activation, % at 9.3 µM; HTR5A agonist assay, luminescence, cell-based; in the data active means activation mostly above about 9.5%, no sharp cut-off; inactive means mostly below about 7.6%;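 further: 0% = cells with vehicle only and 100% = reference agonist; strong numbers were not always called active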
PfHsp90 set2 = reduces growth (ATP signal) of yeast expressing P. falciparum Hsp90. S. cerevisiae expressing PfHsp90, BacTiter-Glo ATP, 48 h; yeast lacking PDR1 and PDR3 efflux regulators. inhibition, % at 9.4 µM. 310,000 compounds, 0.32% hits. AID 504621;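 active means every replicate shows inhibition above about 80%, whatever the replicate mean, limit read from the data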;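 further: 0% = DMSO neutral controls and 100% = 20 µM radicicol positive controls; yeast relying on Plasmodium falciparum Hsp90 in place of its own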
MOR-DOR ag = agonists of human mu-delta opioid receptor heterodimerization; P35372+P41143; cells, OPRM1-OPRD1 heterodimerization, luminescence; activation, % at 9.3 µM; 340,000 compounds, 0.3% hits; in the data active means activation above about 18%;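 further: 0% = vehicle-treated cells and 100% = reference agonist; values of inactives mirror those of a sister screen read the other way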
PKA-R1A activ = activates the PKA-R1A holoenzyme complex. P00514+P68181. PKA-R1A dissociation, Cy5-IP20 fluorescence polarization; scaled: DMSO 0%, 113 µM cGMP 100%. activation, % at 11.4 µM. 340,000 compounds, 0.083% hits;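 active means percent activation above the mean of all tested compounds plus 3 SD, cut at about 19% in these data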;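 further: higher means more PKAc released from R1A so a rise in polarization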
DSG3 Ab inh = blocks pemphigus antibody binding to human desmoglein-3; binding (percent of control), % at 10 µM; P32926; DSG3-coupled beads, scFv-anti-DSG3-GFP binding, flow cytometry; active compounds read low; AID 588358; 310,000 compounds, 0.48% hits;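 active means binding more than 3 SD below its plate's average and above zero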;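 further: hits lower antibody fragment binding to DSG3; some compounds called inactive have numbers as strong as hits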
AddAB inh = less growth of phage-infected E. coli with AddAB; E. coli expressing H. pylori AddAB, absorbance growth; inhibition, % at 11.9 µM; 330,000 compounds, 0.29% hits; AID 435030; in the data active means inhibition above about 12%;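 further: 0% = vehicle wells of infected cells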
phage Ecoli inh = E. coli growth loss with phage present; inhibition, % at 11.9 µM; 360,000 compounds, 0.26% hits; growth absorbance; in the data active means inhibition above about 11%
* marks the source's active call; other numbers are inactive results; . = no result given.

SMILES	SUMO Mot1 rescue	HTR5A inv ctr	Ecoli viability	OPRM1-OPRD1 inv	HTR5A ag	PfHsp90 set2	MOR-DOR ag	PKA-R1A activ	DSG3 Ab inh	AddAB inh	phage Ecoli inh
O=C(COC(=O)c1cc(-c2cccs2)nc2ccccc12)NCc1ccco1	-12	-26	-0.4	0	9	-5	0.0	-5	97	-1.6	1.3
Cc1ccc(CNC(=O)CCc2c(C)[nH]c(=O)c(C#N)c2C)cc1	-2	-18	1.3	4	-1	18	-0.5	4	107	-0.2	2.2
COc1ccc(OC)c(NC(=O)NCc2ccc(F)cc2)c1	-1	-6	1.0	1	-2	.	-0.1	0	89	6.3	2.8
COc1ccc(N(C)C(=O)Cc2c(C(=O)O)[nH]c3ccccc23)cc1	-5	7	0.2	-1	-3	2	0.1	-4	97	0.8	4.3
COC(=O)C1=C(C)N(c2cccc(Cl)c2)C(=O)C1	5	-33	-2.0	3	12	13	-0.6	-3	.	1.0	0.8
COc1ccc(-c2noc(C3CCCN(S(=O)(=O)c4cccc(Cl)c4)C3)n2)cc1OC (stereo unspecified)	3	-10	-1.5	15	-1	2	-2.7	0	.	1.2	.
Cc1cc(C)nc(NS(=O)(=O)c2ccc(NC(=O)CN3C(=O)C4CC=CCC4C3=O)cc2)n1 (stereo unspecified)	178	-2	-1.3	18	1	-2	-3.6	-5	80	-0.9	3.2
Cc1cccnc1NC(=O)NC(=O)c1ccc(C(C)(C)C)s1	20	-28	-2.4	10	3	-2	-2.0	-11	.	2.8	3.2
CCOc1ncccc1C(=O)Nc1cccc(S(=O)(=O)N2CCOCC2)c1	4	-3	1.4	2	-2	25	-0.6	4	110	1.0	6.6
CCc1c(C)sc(NC(=O)c2cc(CC(C)C)on2)c1C#N	7	11	0.3	-12	9	0	2.2	-18	81	1.5	3.1

Single records (already shown). Values in the order: SUMO Mot1 rescue	HTR5A inv ctr	Ecoli viability	OPRM1-OPRD1 inv	HTR5A ag	PfHsp90 set2	MOR-DOR ag	PKA-R1A activ	DSG3 Ab inh	AddAB inh	phage Ecoli inh
`COc1ccc(-c2noc(C3CCCN(S(=O)(=O)c4cccc(Cl)c4)C3)n2)cc1OC` (stereo unspecified) is listed with 3	-10	-1.5	15	-1	2	-2.7	0	.	1.2	.
`COc1ccc(OC)c(NC(=O)NCc2ccc(F)cc2)c1` is listed with -1	-6	1.0	1	-2	.	-0.1	0	89	6.3	2.8
`COC(=O)C1=C(C)N(c2cccc(Cl)c2)C(=O)C1` is listed with 5	-33	-2.0	3	12	13	-0.6	-3	.	1.0	0.8

(cont.)
SMILES	SUMO Mot1 rescue	HTR5A inv ctr	Ecoli viability	OPRM1-OPRD1 inv	HTR5A ag	PfHsp90 set2	MOR-DOR ag	PKA-R1A activ	DSG3 Ab inh	AddAB inh	phage Ecoli inh
CCOc1ccccc1CSc1nc2ccccc2[nH]1	10	-4	0.5	0	-3	-21	0.0	-3	103	1.2	2.1
Cc1ccc(S(=O)(=O)N(CC(=O)NCc2ccccn2)c2ccc(Cl)cc2)cc1	-8	20	2.1	13	2	10	-4.1	0	108	1.0	1.2
CN(CC(=O)Nc1ccc(F)cc1)C(=O)COC(=O)CN1C(=O)NC2(CCCC2)C1=O	61	-16	0.6	-1	5	10	0.1	-10	.	3.2	4.3
CC1CCCC(N2C(=O)NC(NC(=O)c3ccco3)(C(F)(F)F)C2=O)C1C (stereo unspecified)	510*	3	-0.1	5	-4	-7	-0.9	-3	97	1.5	1.1
CCOCCOC(=O)C1=C(C)N(C)C(=O)NC1c1ccccc1Cl (stereo unspecified)	.	-38	2.6	-4	14	30	0.8	0	97	2.2	1.3
CCCCOC(=S)NC(=O)c1sc2ccccc2c1Cl	-6	-1	1.5	-5	2	.	0.8	18	97	0.1	0.3
Cc1cc(C)n2c(SCC(=O)Nc3c(C)n(C)n(-c4ccccc4)c3=O)nnc2n1	137	-5	2.3	17	-2	-2	-3.1	7	105	1.7	4.2
O=S(=O)(c1cnc[nH]1)N1CCc2ccccc21	-4	4	-0.9	3	1	6	-0.6	-3	120	0.9	3.2
CCCCn1c(N)c(N(CCC(C)C)C(=O)C2=COCCO2)c(=O)[nH]c1=O	4	-3	0.6	5	0	14	-0.8	0	98	1.4	3.2
Cc1sc2ncnc(N3CCC(C(=O)NCC(=O)Nc4ccc(F)c(F)c4)CC3)c2c1C	6	12	0.7	-12	3	-10	3.8	1	113	1.1	0.4
O=C(NC1CCCC1)c1ccc(COCC(F)(F)C(F)F)o1	-19	13	-1.6	-9	-3	.	1.6	-10	98	-0.9	.
CC(OC(=O)/C=C/c1ccc2ccccc2n1)C(=O)NCc1ccccc1 (stereo unspecified)	12	-13	0.0	-5	4	0	0.8	-14	106	0.4	2.1
COC(=O)Cn1c(=O)n(CCc2ccccc2)c(=O)c2c3c(sc21)CCCC3	19	-22	1.2	-9	2	-7	1.7	-1	102	2.0	0.2
C[C@H](NC(N)=O)C(=O)OCC(=O)NCc1cccs1	-3	-4	0.4	4	1	-9	-0.7	-6	101	3.5	-0.2
O=S(=O)(Nc1cccc(-c2cn3cccnc3n2)c1)c1ccc(Cl)cc1	4	-29	0.1	-13	0	6	2.3	4	109	0.7	4.3
Cc1ccc(S(=O)(=O)N2C[C@@H]3[C@H]4CC[C@H](C4)[C@@H]3[C@@H](C)[C@@H]2c2ccco2)cc1	.	-1	3.2	-2	0	-2	0.5	4	97	0.1	2.3
COc1cc(NC(=O)Cn2c(=O)n(CC3CCCO3)c(=O)c3cc(OC)c(OC)cc32)cc(OC)c1 (stereo unspecified)	-15	-18	0.7	8	7	-2	-1.5	2	107	2.9	2.2
C=CCN1c2ccc(Br)cc2C(=O)CS1(=O)=O	15	13	-2.0	4	-1	.	-0.7	-5	101	2.1	4.2
CCCCCOc1ccc(C(=O)C(c2ccccc2)N2CCOCC2)cc1 (stereo unspecified)	-9	-3	-3.1	-24	5	21	4.7	-1	.	-3.2	1.8
CC(=O)C1=C(O)C(=O)N(c2nnn(C)n2)C1c1cccs1 (stereo unspecified)	-11	17	-0.3	18	-7	-24	-3.7	4	106	2.7	2.1
OCC1OC(O)CC(O)C1O (stereo unspecified)	.	3	.	13	-1	-4	-2.5	2	103	.	-1.2
Cc1c(NS(=O)(=O)c2ccc(Cl)c(C(=O)OC(C)C(=O)NCc3ccco3)c2)c(=O)n(-c2ccccc2)n1C (stereo unspecified)	.	-16	2.0	14	11	-6	-2.9	-1	110	0.2	-0.1
C=CCN1C(=O)C2(C(C(=O)c3ccc(C)o3)=C(O)C(=O)N2CCCN2CCOCC2)c2ccccc21 (stereo unspecified)	-20	-4	1.9	6	-7	5	-0.9	4	98	0.2	-1.6
CC(=O)OC[C@]1(OC(C)=O)C[C@@]23CC[C@H]4[C@@](C)(CCC[C@@]4(C)C(=O)O)[C@@H]2CC[C@@H]1C3	-8	-4	1.5	-1	2	22	0.2	-1	99	3.0	1.9
CC(=O)Nc1ccc(S(=O)(=O)NCC(=O)OCc2cc(=O)oc3ccc4ccccc4c23)cc1	3	-13	-2.6	6	5	14	-1.0	11	95	-1.5	3.1
COc1cc(OC)cc(C(=O)Nc2cccc3c2CCCC3)c1	-7	-12	1.4	7	2	3	-1.4	-6	108	-0.1	0.5
CC(C)C(=O)NC(=S)Nc1ccccc1C(F)(F)F	-4	17	-0.7	20	-2	-10	-3.3	-4	101	1.7	-0.2
COc1cc(C(=O)NC2CCCCC2)ccc1OCc1ccc(Cl)cc1Cl	-20	24	-0.7	10	-1	-14	-1.9	1	86	3.5	4.8
CCCOc1ccc(/C=C/C(=O)Nc2ccc([N+](=O)[O-])cc2C)cc1	-8	-37	-1.8	-26	1	2	4.5	2	96	-1.5	0.5
CC(C)C[C@H](N)c1nnc(SCc2ccc(Cl)cc2)o1	-9	-13	1.7	1	-1	4	-0.1	11	104	1.7	4.7
Cc1csc(NC(=O)C2C3C=CC(C3)C2C(=O)O)n1 (stereo unspecified)	9	6	-2.4	-10	-1	7	1.8	0	104	0.8	3.1
CCC(C)Sc1nc(O)cc(=O)[nH]1 (stereo unspecified)	-5	1	-0.2	10	-5	.	-1.9	-16	97	3.3	2.1
Cc1ccc(CNC(=O)COC(=O)c2cc(C)oc2C)cc1	-7	20	1.6	8	-8	-6	-2.0	-3	103	0.8	3.1
Cc1cc(C(=O)NC(C)c2ccc3c(c2)OCO3)cs1 (stereo unspecified)	7	-26	3.5	0	-6	3	0.0	-12	.	2.1	-1.2
CSCc1c(C(=O)NCCc2ccccn2)oc2ccccc12	-10	3	0.9	-7	-1	12	0.8	1	119	-0.8	1.7
O=C(c1cc2ccccc2o1)N1CCN=C1SCc1cccnc1	8	24	-1.8	-1	0	-7	0.2	4	106	0.9	3.3
Cc1ccc(-n2c(SCC(=O)N3CC(=O)Nc4ccccc43)nc3ccccc3c2=O)cc1C	-7	8	1.1	-8	-3	-20	1.2	-13	98	3.0	1.4
Cc1[nH]c2ccc(C(=O)OC(C)C(=O)N(C)C3CCCCC3)cc2c1C (stereo unspecified)	.	-20	.	-26	8	-13	3.9	-3	96	.	0.5
N/C(CCN1CCOCC1)=N/O	-14	8	-2.1	13	-3	24	-2.6	-6	.	-0.5	2.6
c1ccc(-c2csc(Nc3ccccn3)n2)cc1	19	-23	0.3	0	8	-19	-0.1	-3	107	0.3	-2.1
Cc1ccc(CN(C(=O)Cn2nnc3ccccc32)C(C(=O)NCc2ccco2)c2cccs2)cc1 (stereo unspecified)	67	8	0.0	2	7	3	-0.4	-1	.	1.7	4.0
CCOc1ccc(OCC(O)CN2CCN(S(=O)(=O)c3cccc(C(F)(F)F)c3)CC2)cc1 (stereo unspecified)	7	-8	.	-7	2	16	1.6	-11	95	.	-0.1
COc1ccccc1NC(=S)Nc1cccc(F)c1	-7	-8	1.5	10	2	-2	-1.7	8	108	-0.7	1.6
CCN1CCN(C(=O)NC2CC(=O)N(c3ccc(OC)cc3)C2)CC1 (stereo unspecified)	1	3	1.4	3	-3	-18	-0.5	7	102	-0.7	1.2
Cc1ccc(C(=O)c2cc(C)sc2NC(=O)CN2CCN(C(=O)c3ccco3)CC2)cc1	-27	-12	1.5	-2	2	.	0.4	-13	104	-0.1	-0.5
CCN(CC)S(=O)(=O)c1ccc(N2CCOCC2)c(NC(=O)Cc2cccc3ccccc23)c1	-12	-4	-1.3	5	2	14	-0.9	-18	126	0.5	4.4
Cc1cc(=O)oc2ccc(OC(=O)CC(C)C)cc12	810*	0	-1.6	8	4	-26	-1.5	-11	102	2.1	3.4
C/C(CC(=O)Nc1cccc(Cl)c1)=N\NC(=O)Cc1ccc(Cl)cc1	96	-3	-2.2	-3	1	.	0.6	5	105	1.3	2.0
Cn1cccc1C(C(=O)NC1CCCCC1)N(C(=O)Cc1cccs1)C1CC1 (stereo unspecified)	-28	-28	0.9	13	-5	-3	-2.4	10	86	1.0	-0.5
O=C(/C=C/c1ccco1)Nc1ccc(S(=O)(=O)N2CCOCC2)cc1	-19	18	1.4	2	-3	10	-0.4	5	91	1.6	2.3
O=C(O)c1ccccc1NN=C1CCCCC1	0	2	0.9	2	8	5	-0.3	1	98	-0.8	2.0

Not a hit list, and some 3.2% of all compounds hit somewhere here.
